# Ba/F3 V617F tox: loss of viability in JAK2V617F-driven Ba/F3 cells; Ba/F3 EpoR-JAK2V617F viability, ATP luminescence; inhibition, % at 5.6 µM; 220,000 tested, 1.1% active;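 active = inhibition above the campaign mean plus 3 SD over all tested compounds, cut at about 24% in these data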;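 note: cytokine-independent growth of Ba/F3 cells driven by EpoR plus mutant JAK2; 0% = DMSO-treated cells and 100% = JAK inhibitor I control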
# NPY-Y2 PAM-ag: potentiates or activates human NPY-Y2 receptor; P49146; cells expressing NPY-Y2, potentiator/agonist read-out; activation, % at 3.6 µM; 220,000 tested, 0.45% active; in the data active = activation above about 27%;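 note: cells stimulated with NPY near EC25 plus isoproterenol at EC100; 0% = vehicle plus submaximal agonist and 100% = vehicle plus saturating agonist; some results beyond the cut were filed as inactive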
# S1P4 ag: activates the human S1P4 receptor; activation, % at 4.98 µM; 220,000 tested, 0.35% active; O95977; S1P4-expressing cell line, agonist reporter assay; in the data active = activation above about 11%;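 note: 0% = DMSO vehicle and 100% = reference agonist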
# Target sequence (O95977 whole entry, looked up): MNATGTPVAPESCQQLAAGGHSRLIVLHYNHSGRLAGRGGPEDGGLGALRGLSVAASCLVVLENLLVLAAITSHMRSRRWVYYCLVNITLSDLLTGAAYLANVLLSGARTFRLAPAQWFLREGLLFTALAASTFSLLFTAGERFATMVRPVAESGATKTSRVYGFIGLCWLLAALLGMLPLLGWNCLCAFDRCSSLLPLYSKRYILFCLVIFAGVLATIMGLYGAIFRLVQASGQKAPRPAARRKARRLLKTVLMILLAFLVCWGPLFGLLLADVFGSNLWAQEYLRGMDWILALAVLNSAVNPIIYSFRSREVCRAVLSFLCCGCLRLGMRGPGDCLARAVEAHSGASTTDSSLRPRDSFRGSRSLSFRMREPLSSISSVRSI
# BaF3 tox: reduces parental Ba/F3 cell viability, JAK2V617F counter-screen; CellTiter-Glo ATP luminescence; inhibition, % at 5.6 µM; 220,000 tested, 1.1% active; AID 1486;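 active = inhibition above a per-campaign cutoff, the mean inhibition of all tested compounds plus 3 SD, cut at about 27% in these data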;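 note: 0% = DMSO wells and 100% = JAK Inhibitor I control wells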
# PERK inh: inhibitors of human PERK kinase; 220,000 tested, 0.17% active; Q9NZJ5; CHO PERK-DD fusion, SEAP luminescence translation reporter; inhibition, % at 5.6 µM;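 active = inhibition above the mean inhibition of all tested compounds plus 3 SD, set separately per screening campaign, cut at about 2.9% in these data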;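 note: PERK kinase domain activated by AP20187 dimerizer at 100 nM; 0% = DMSO with dimerizer and 100% = rapamycin at 8.4 µM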
# Wee1 degr inh: human Wee1 degradation inhibition, primary screen; HeLa Luc-Wee1K328M stability, luciferase luminescence; 100% = proteasome inhibitor MG132 effect; reporter increase, % at 5 µM; 220,000 tested, 1.2% active;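 active = activation above the mean of all tested compounds plus 3 SD, set per screening run, cut at about 8.8% in these data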;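 note: cells exposed to compound for 20 h before luminescence read; 0% = DMSO alone and 100% = MG132 at 30 µM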
# eIF4E-4G inh: blocks eIF4E binding to eIF4G; TR-FRET eIF4E-eIF4GI(517-606) binding, 2 h; inhibition, % at 21.7 µM; 220,000 tested, 0.37% active; AID 782;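 active = inhibition above about 30%, limit read from the data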;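 note: 0% = full FRET control wells and 100% = background wells lacking eIF4GI fragment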
# S1P4 antagonist: blocks the human S1P4 receptor. S1P4-expressing cells, antagonist mode, reporter read-out. AID 1510. 220,000 tested, 0.26% active. inhibition, % at 4.98 µM; in the data active = inhibition above about 29%;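 note: 0% = wells stimulated with agonist and 100% = vehicle wells without agonist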
# Mdm2 ligase inh: blocks human Mdm2 ubiquitin ligase activity | Q00987 | cell-based MDM2 ubiquitination luciferase reporter, 2 h; 0 = plate control, 100 = twice control, blank-subtracted | signal enhancement, % at 5 µM | 210,000 tested, 0.11% active | AID 1230;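 active = signal enhancement of 30% or more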;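 note: luminescence tracks abundance of the self-degrading MDM2-luciferase fusion protein; higher signal means inhibition of MDM2 E3 ligase activity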
# Target sequence (Q00987 whole entry, looked up, the tested form may be a part): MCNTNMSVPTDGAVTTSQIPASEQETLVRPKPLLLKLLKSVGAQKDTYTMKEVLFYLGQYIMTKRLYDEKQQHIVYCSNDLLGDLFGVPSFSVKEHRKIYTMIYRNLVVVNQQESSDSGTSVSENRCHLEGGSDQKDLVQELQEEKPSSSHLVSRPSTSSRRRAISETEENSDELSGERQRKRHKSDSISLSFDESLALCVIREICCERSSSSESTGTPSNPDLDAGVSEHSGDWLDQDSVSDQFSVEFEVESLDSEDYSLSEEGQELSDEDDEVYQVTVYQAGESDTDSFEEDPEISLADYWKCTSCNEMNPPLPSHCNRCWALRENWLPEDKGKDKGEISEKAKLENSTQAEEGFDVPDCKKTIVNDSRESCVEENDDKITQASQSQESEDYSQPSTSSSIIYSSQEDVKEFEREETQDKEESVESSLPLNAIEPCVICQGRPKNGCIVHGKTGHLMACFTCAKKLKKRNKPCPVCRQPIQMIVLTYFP
#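 Material: Stable MDM2–luciferase fusion reporter cells | Amount: 2000 cells seeded into each well | Dosing: One concentration, 5 µM, with 0.2% DMSO | Incubation: 4 h cell settling then 2 h compound exposure, 37 °C | Measured by: Luciferase luminescence | Read-out basis: % enhancement relative to plate controls after blank subtraction | Benchmarks: Control and blank well means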
# Starred values were filed as active, the others as inactive; x = not tested or not shown; [ ] = dose if it differs, or a comment. Compounds were not picked by outcome. Share with any hit: about 4.1%.
SMILES,Ba/F3 V617F tox,NPY-Y2 PAM-ag,S1P4 ag,BaF3 tox,PERK inh,Wee1 degr inh,eIF4E-4G inh,S1P4 antagonist,Mdm2 ligase inh
CCOC(=O)c1oc2c(CN3CCN(C)CC3)c(O)ccc2c(=O)c1-c1ccccc1OC,-2.5,10.1,1.8,1.9,0.3,-0.1,0.7,-3.7,-15.2
OC12CCCCC1C(c1ccc3c(c1)OCO3)N(Cc1cccc(F)c1)CC2 (centres undefined),-2.5,-1.6,1.6,3.7,0.0,-0.5,2.5,-18.1,2.0
CC(C)C1CC(CCN)(c2ccccc2)CCO1 (centres undefined),2.6,-5.7,0.5,1.5,-0.8,7.0,2.0,-7.1,-105.1
CCOC(=O)c1sc(C)c2c1NC(C)(c1ccccc1)NC2=O (centres undefined),2.1,14.7,-0.6,7.2,-0.2,-0.6,5.9[fluorescence artefact?],-4.7,-4.2
O=C1CCCCCN1C(=O)c1cccc(C(=O)N2CCCCCC2=O)c1,0.5,8.5,0.2,3.5,1.2,3.3,-8.7[fluorescence artefact?],-5.5,-7.1
O=C(OCn1nnc2ccccc2c1=O)c1cccnc1,-0.2,16.5,1.5,4.6,1.0,1.3,-1.3,-2.6,-19.1
O=C(CSc1ncnc2[nH]ncc12)Nc1nc(-c2ccc(F)c(F)c2)cs1,-0.3,-16.2,0.3,7.7,0.7,-0.3,1.2,14.3,-4.2
CC(C)Oc1ccc(-c2nc(NCC3CCCO3)c3ccccc3n2)cc1 (centres undefined),2.4,-26.4,0.1,4.9,-1.4,-1.8,0.4,-4.6,4.8
Cc1cc(=O)n2nc(N3CCC(C(=O)NCCc4ccccc4)CC3)sc2n1,8.0,2.7,0.9,-1.9,-1.2,0.8,1.5,-14.3,0.6
O=C(NNc1nc2ccccc2s1)Nc1ccc(F)cc1,-4.3,2.7,-0.3,-6.9,1.5,-1.3,-11.7,-14.2,x
COc1ccc2c(c1)OC13CCCCC1C2C(C(=O)c1ccccc1)C(=O)N3 (centres undefined),-3.2,1.6,-2.5,0.7,0.3,-0.3,-3.2,-1.6,-8.6
COc1ccccc1OCc1ccc(C(=O)N2CCOCC2)o1,-0.8,4.3,2.3,5.3,0.1,-0.6,0.9,-5.0,-31.5
CCOc1c(Cl)cc(CNCC(C)C)cc1Cl,-3.4,3.9,0.7,2.1,1.0,0.7,-2.4,-8.7,x
COc1ncnc2c1cnn2-c1ccccc1,0.5,-2.6,-0.4,1.8,0.3,-0.2,-4.5,-9.3,-20.4
COc1cc(NC(=O)[C@@H](NC(=O)c2ccco2)C(C)C)c(OC)cc1NC(=O)c1ccccc1,1.4,-12.9,0.2,8.3,0.1,-1.8,1.6,4.3,-2.3
CCOc1ccc(N=C2SC(C(=O)Nc3ccccc3C#N)C(N)=C2C(=O)Nc2ccc(Cl)cc2)cc1 (centres undefined),-1.6,19.1,0.8,2.2,0.4,-0.9,2.2,-1.0,1.2
COc1ccc(C(=O)Nc2nnc(-c3ccco3)s2)cc1,-6.3,2.5,-1.6,4.2,0.4,-0.5,-34.0,5.2,-10.6
Cc1cc(C)n2c(SCC(=O)Nc3ccc(F)cc3F)nnc2n1,-0.8,11.3,1.3,6.4,0.9,-0.7,-0.9,-8.2,-6.5
Cc1noc(C)c1S(=O)(=O)N1CCCC(C(=O)NCc2ccccn2)C1 (centres undefined),-4.8,11.0,-2.2,0.2,0.5,-2.8,1.2,-10.3,-6.7
FC(F)(F)c1cccc(NC(=S)Nc2ccc(Cl)cc2Cl)c1,-3.0,-7.8,0.2,1.0,1.1,-1.6,-1.7,-18.5,-13.7
O=C(CNC(=O)c1ccc(Cl)cc1)OCC(=O)N1CCCC1,3.1,-18.0,-0.9,4.5,-0.9,5.8,-0.1,-22.1,-38.8
Cc1onc(-c2c(Cl)cccc2Cl)c1C(=O)Nc1ccc(Cl)cn1,-4.2,4.8,2.1,5.0,1.6,-1.2,4.5,-7.7,-6.5
CSc1ccc(/C=C/C(=O)c2ccc(NC(C)=O)cc2)cc1,5.7,-16.2,-3.1,4.1,-0.9,5.3,0.3,8.6,-6.3
COc1cccc(CNc2ccc([N+](=O)[O-])c(NCC(=O)O)n2)c1,-2.2,10.7,0.6,11.2,2.3,2.0,3.2,-2.4,-22.0
Cc1ccc(C)c(-n2c(=O)c(C#N)cc3c(=O)n4ccccc4nc32)c1,60.5*,3.5,9.1,21.3,1.4,-0.8,-1.7,-5.2,-9.5
COc1ccc(S(=O)(=O)N2CCOCC2)cc1NC(=O)CO/N=C/c1ccccc1OC(F)F,3.0,-1.4,2.2,3.7,0.0,1.4,3.9[fluorescence artefact?],2.4,10.8
O=C(Nc1ccc(C(F)(F)F)cc1)c1ccccc1Br,0.0,-3.3,0.7,4.3,0.0,5.4,3.0,8.8,-8.7
CCOC(=O)c1ccc2c(c1)nc(SCC(=O)c1ccco1)n2CC,-1.8,-2.0,-1.1,2.4,-0.2,-2.5,1.7,-25.0,-11.7
O=C(O)c1cccc(-n2nnnc2SCc2ccccn2)c1,-1.7,8.6,-0.8,3.1,1.5,-1.8,-4.0,-18.1,-7.2
Cc1cc(=O)[nH]c(SCC(=O)c2ccc(C)c(C)c2)n1,3.3,-11.1,0.9,1.0,0.7,-2.2,-9.2,-5.5,-3.8
COc1ccc(OCC(=O)Nc2cccc(NC(=O)COc3ccc(OC)cc3)n2)cc1,0.2,-18.3,-0.6,1.8,0.7,0.9,5.4,-8.2,-10.5
Nc1nonc1-c1noc(-c2ccc(Br)o2)n1,2.5,-8.7,-0.9,6.9,0.1,2.7,5.2[fluorescence artefact?],4.9,-1.5
CC1=C(C(=O)Nc2ccc(C)cc2C)C(c2cccc(Cl)c2)n2nc(C(=O)OC(C)C)nc2N1 (centres undefined),4.0,-3.2,1.1,4.2,0.8,-1.6,3.3,-13.4,-4.0
O=S(=O)(c1ccc(OCC(O)CN2CCCC2)cc1)N1CCOCC1 (centres undefined),3.4,-13.5,1.1,7.0,0.6,0.6,-13.4,9.0,-36.0
CN(c1cccc(NC(=O)Nc2ccc(Cl)cc2)c1)S(C)(=O)=O,-4.0,5.3,2.0,2.1,1.1,4.1,-11.6,-29.3,-31.9
c1ccc(CSc2ccc3nnc(-c4cccnc4)n3n2)cc1,3.2,9.4,0.8,5.0,-0.1,0.9,6.1[fluorescence artefact?],0.3,5.9
CCS(=O)(=O)c1ccc2oc(SCC(=O)NCCc3ccccc3)nc2c1,-2.9,-5.9,-2.5,5.1,-0.1,1.2,-2.9,-8.8,-8.2
COc1ccc(-n2cnc3cc(C(=O)NCCN4CCOCC4)ccc32)cc1,0.6,-3.8,-0.3,0.2,0.4,1.1,2.5,-8.7,-4.6
O=C(O)CCSc1nnnn1-c1ccccc1,-3.1,1.0,1.4,1.1,0.2,-3.2,-2.7,-11.8,-10.8
O=C(CSc1nc2c(sc3ccccc32)c(=O)n1CCO)NCC1CCCO1 (centres undefined),-1.6,29.0,-0.1,6.8,-0.3,-0.5,6.0,-0.8,8.7
CCCNC(=O)NC(=O)CSc1nc2ccccc2n1CC(C)C,-2.0,-8.2,2.1,-0.8,-1.6,2.0,-1.9[fluorescence artefact?],-4.5,-8.3
Cn1cccc1C(=O)NC(=O)COC(=O)c1ccccc1Sc1ccccc1C#N,-1.3,-19.0,0.1,-0.9,0.1,-2.2,-18.1,-24.6,-20.4
Cc1cccc(-n2ccnc2SCC(=O)Nc2nccs2)c1C,1.5,6.6,0.2,4.3,-1.4,-0.5,4.0[fluorescence artefact?],-1.7,-7.2
COc1ccc(C(=O)CC(c2ccccc2)C2C(=O)CCCC2=O)cc1 (centres undefined),5.5,-5.4,-0.7,5.7,-1.0,-1.5,-4.5,22.5,-15.6
C=CCSc1nc2c(c(C3CC=CCC3)c1C#N)CCC2 (centres undefined),1.7,0.0,-1.1,3.3,0.3,-1.4,-8.9,-1.9,-10.8
Cc1ccc(S(=O)(=O)N2CCC(=O)N(C(COCc3cccc(C(F)(F)F)c3)Cc3ccccc3)CC2)cc1 (centres undefined),-0.6,7.5,-0.1,4.5,-0.1,-0.8,3.0,9.2,x
COc1ccc(OCCNS(=O)(=O)c2cccc([N+](=O)[O-])c2)cc1,4.3,-5.1,0.5,8.7,-0.4,0.3,2.3,-13.8,-10.1
COC(=O)c1ccc(-n2cc(-c3ccc(OC)cc3)[nH]c2=S)cc1,0.5,2.8,-1.0,1.0,-0.7,-1.7,-4.6[fluorescence artefact?],2.9,13.3

# Filtered by structure, the compounds so far containing a nitro group on carbon.
SMILES,Ba/F3 V617F tox,NPY-Y2 PAM-ag,S1P4 ag,BaF3 tox,PERK inh,Wee1 degr inh,eIF4E-4G inh,S1P4 antagonist,Mdm2 ligase inh
COc1cccc(CNc2ccc([N+](=O)[O-])c(NCC(=O)O)n2)c1,-2.2,10.7,0.6,11.2,2.3,2.0,3.2,-2.4,-22.0
COc1ccc(OCCNS(=O)(=O)c2cccc([N+](=O)[O-])c2)cc1,4.3,-5.1,0.5,8.7,-0.4,0.3,2.3,-13.8,-10.1

# Continued.
SMILES,Ba/F3 V617F tox,NPY-Y2 PAM-ag,S1P4 ag,BaF3 tox,PERK inh,Wee1 degr inh,eIF4E-4G inh,S1P4 antagonist,Mdm2 ligase inh
O=C1C2C(C(=O)N1c1nccs1)C1C=CC2C12CC2 (centres undefined),-2.8,-4.7,-1.4,0.3,0.3,-4.4,0.7,-3.0,-1.6
CC1CCCC(NCC(=O)Nc2ccc(C(N)=O)cc2)C1C (centres undefined),0.4,-5.0,1.4,9.8,0.3,2.5,-1.5,-2.7,4.8
O=C(O)c1ccc2c3c(ncnc13)-c1ccccc1C2=O,2.7,-15.2,0.5,8.0,0.6,-1.0,4.6[fluorescence artefact?],13.5,8.5
COc1cc(CC(=O)Nc2ccccc2N2CCCCC2)cc(OC)c1OC,0.1,6.5,0.5,4.2,0.1,9.4*,-1.7,16.4,-17.8
COC(=O)c1c(Cl)c2n3ccccc3c(C)c(-c3ccccc3)c-2c1C(=O)OC,3.1,-10.3,0.1,12.6,0.3,-0.5,-1.4[fluorescence artefact?],-11.8,-9.9
COc1cccc(/C=C/C(=O)OCC(=O)NCCC2=CCCCC2)c1,3.6,-18.0,-0.4,10.2,1.6,2.9,-0.3,7.7,-27.1
COc1ccc(-c2ccc3c(N)c(C(=O)c4cccc(OC)c4)sc3n2)cc1,-1.2,-17.0,-1.4,0.0,-1.2,1.8,-16.6,-11.3,-5.7
C=CCn1c(CSCc2ccc(C)cc2)nnc1SCC(=O)NCc1ccccc1,-4.8,7.8,-2.4,1.4,0.4,-0.3,2.7,0.0,-22.4
Cc1ccccc1N1CCN(c2ncnc3scc(-c4cccs4)c23)CC1,3.1,-41.6,1.9,8.7,-0.8,0.7,-17.3,-10.5,-5.7
C#CCSc1nnc(-c2ccccc2)c(=O)[nH]1,4.7,-4.0,0.6,6.5,0.4,1.4,1.2[fluorescence artefact?],5.4,-3.8
CC(=O)N1CCC2(CC1)C(C#N)=C(N)Oc1n[nH]c(CSc3ccc(C)cc3)c12,2.6,-18.2,-0.6,5.4,1.0,-0.9,6.0[fluorescence artefact?],11.4,2.5
CC1CCN(CC(=O)Nc2ccc(Cl)cc2[N+](=O)[O-])CC1,-1.9,-12.0,-0.6,8.8,0.9,2.5,1.4,2.6,16.1

# Screening data (PubChem BioAssay)
